# Pol iota inh: qHTS for Inhibitors of Polymerase Iota | Pol iota fluorescent replication assay, 10 min | Potency, µM (doses to about 115 µM), for the others: at the highest dose activity, negative = inhibition, most hits filed as inhibitors | 390,000 compounds, 1% hits | DNA polymerase iota (Homo sapiens), Q9UNA4; further: potency means the concentration at half of the fitted maximal effect
#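 Pol iota at 10 nM preincubated 15 min with compounds at room temperature; reaction started with fluorescent substrate, 50 nM final. Fluorescence read kinetically at 0 and 10 min; buffer-only wells as negative control.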
# POLK inh: qHTS for Inhibitors of Polymerase Kappa; Potency, µM (doses to about 107 µM), for inactives: top-dose activity, negative = inhibition, hits mostly inhibitors; DNA polymerase kappa (Homo sapiens), Q9UBT6; purified Pol kappa, fluorescent DNA synthesis assay, 10 min; AID 588579, 2011; 400,000 compounds, 0.53% hits; further: potency means the concentration at half of the fitted maximal effect; on the % scale 0 is the no-effect control and ±100 the full control effect
#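 Pol kappa 10 nM + cpd, 15 min RT; start w/ substrate 50 nM final; fluorescence kinetic read, 0 and 10 min. Neg ctrl: buffer, no enzyme.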
# ALOX12 inh: Primary qHTS assay for inhibitors of human arachidonate 12S-lipoxygenase (ALOX12): Round 2; Polyunsaturated fatty acid lipoxygenase ALOX12 (Homo sapiens), P18054; purified 12hLO, xylenol orange hydroperoxide absorbance; Potency, µM (top dose mostly 108 µM), without a hit: at the top dose activity change, negative = inhibition, usual class: inhibitors; 580,000 compounds, 1.1% hits; further: potency means the concentration at half of the fitted maximal effect; on the % scale 0 is the no-effect control and ±100 the full control effect
# Target sequence (P18054 whole entry, looked up): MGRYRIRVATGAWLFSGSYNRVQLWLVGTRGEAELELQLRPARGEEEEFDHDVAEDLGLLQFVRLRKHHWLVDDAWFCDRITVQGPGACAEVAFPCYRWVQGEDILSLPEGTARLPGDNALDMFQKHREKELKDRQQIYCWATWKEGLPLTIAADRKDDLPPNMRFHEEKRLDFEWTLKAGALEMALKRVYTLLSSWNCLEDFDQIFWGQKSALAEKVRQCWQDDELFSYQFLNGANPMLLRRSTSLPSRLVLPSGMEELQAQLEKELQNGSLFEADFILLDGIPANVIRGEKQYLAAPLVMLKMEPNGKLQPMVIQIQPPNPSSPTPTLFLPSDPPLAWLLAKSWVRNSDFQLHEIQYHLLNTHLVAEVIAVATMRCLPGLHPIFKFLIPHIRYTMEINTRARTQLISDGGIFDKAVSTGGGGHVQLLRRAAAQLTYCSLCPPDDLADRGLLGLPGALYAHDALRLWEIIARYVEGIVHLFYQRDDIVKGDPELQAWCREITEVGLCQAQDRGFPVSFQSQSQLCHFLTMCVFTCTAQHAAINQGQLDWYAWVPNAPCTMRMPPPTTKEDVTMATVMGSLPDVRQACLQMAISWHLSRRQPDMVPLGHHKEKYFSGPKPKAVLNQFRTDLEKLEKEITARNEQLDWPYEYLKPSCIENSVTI
#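 Hydroperoxide product was detected by ferrous iron/xylenol orange as the 573 to 405 nm absorbance ratio. Arachidonic acid at 40 uM (final) was turned over for 30 min at room temperature by 150 nM human 12hLO, pH 7.0 Hepes buffer, after 15 min compound preincubation.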
# TRHR ag: qHTS for Small Molecule Agonists and Allosteric Enhancers of Human TRH Receptor: Primary Screen for Agonists; 360,000 compounds, 0.18% hits; activation, % at 2 µM; Thyrotropin-releasing hormone receptor (Homo sapiens), P34981; TRHR cells, calcium flux fluo-8, FDSS agonist mode; in the data active means activation above about 30%; further: 0% is about no effect
# Target sequence (P34981 whole entry, looked up): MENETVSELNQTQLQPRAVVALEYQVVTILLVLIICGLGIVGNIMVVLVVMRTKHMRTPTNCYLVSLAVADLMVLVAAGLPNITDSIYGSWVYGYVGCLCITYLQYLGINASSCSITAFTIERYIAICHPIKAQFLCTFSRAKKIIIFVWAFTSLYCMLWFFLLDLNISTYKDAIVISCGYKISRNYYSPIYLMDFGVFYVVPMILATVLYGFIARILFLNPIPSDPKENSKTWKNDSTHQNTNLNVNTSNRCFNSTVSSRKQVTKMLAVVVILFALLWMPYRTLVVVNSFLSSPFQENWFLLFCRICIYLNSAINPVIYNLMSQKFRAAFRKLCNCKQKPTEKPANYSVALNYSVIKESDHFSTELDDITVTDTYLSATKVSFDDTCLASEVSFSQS
#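 TRHR-expressing cells loaded with fluo-8 calcium dye; 23 nL library compound pin-transferred, kinetic FDSS fluorescence (Ex 480/Em 530) recorded about 180 s for agonist-induced calcium release, before a 10 nM TRH EC20 addition for potentiator mode.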
# BLM helicase inh: qHTS Assay for Inhibitors of Bloom's syndrome helicase (BLM); recombinant BLM DNA unwinding, fluorescence dequenching; Potency, µM (doses to about 56.1 µM), inactives show at the top dose activity change, negative = inhibition, most hits filed as inhibitors; 350,000 compounds, 0.2% hits;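 further: potency means the concentration at half of the fitted maximal effect; plate controls were vehicle for no effect and no enzyme for full effect; nearly all actives have a fitted effect of over 35% in size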
# ERG Ets-DNA blk: qHTS for Small Molecule Inhibitors of the ERG Ets/DNA interaction; 370,000 compounds, 0.028% hits; Potency, µM (highest dose often 76.9 µM), without a hit: at the highest dose FP activity, negative = inhibition, most hits filed as inhibitors; Transcriptional regulator ERG (Homo sapiens), P11308; fluorescence polarization, His-ERG Ets domain / labelled DNA; active means well fitted inhibition curve with a large enough effect in the polarisation, with a control signal flat; inconclusive means small, poorly fitted or top-dose-only effect, or effect the other way, or a change in a side signal; inactive means no such curve, though single readings can be large or run the other way; the % refers to the polarisation;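 further: polarization taken with two DNA probes labelled with fluorescein and Texas red; potency means the concentration at half of the fitted maximal effect; % of control where 0% means no effect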
#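 His-tagged ERG Ets domain (1 uM in the protein solution; 300mM KCl, 50mM Tris-HCl, 1mM EDTA, 1mM DTT, pH 7.5) received compound, then a probe mix of 5 nM fluorescein-DNA and 100nM Texas-615-DNA. Fluorescence polarization was read for both dyes.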
# APEX1 inh: qHTS Assay for Inhibitors of the Human Apurinic/apyrimidinic Endonuclease 1 (APE1) | DNA repair nuclease/redox regulator APEX1 (Homo sapiens), P27695 | recombinant APE1, TAMRA/BHQ-2 abasic DNA cleavage fluorescence | Potency, µM (titrated, usually from 65.8 µM), inactives show at the top dose activity change, negative = inhibition, hits mostly inhibitors | 350,000 compounds, 0.35% hits | AID 2517, 2012;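 further: potency means the concentration at half of the fitted maximal effect; plate controls were vehicle for no effect and reference inhibitor for full effect; nearly all actives have a fitted effect of over 55% in size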
#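 Activity was derived from the fluorescence gain between first and third kinetic reads (60 s intervals, ex 525/em 598 nm) after 50 nM THF-abasic TAMRA/BHQ-2 duplex was added to 0.75 nM APE1 preincubated 15 min with compound.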
# Pol beta inh: qHTS Assay for Inhibitors of DNA Polymerase Beta | 340,000 compounds, 1.3% hits | Pol beta primer extension/strand displacement, fluorescence kinetic | Potency, µM (titrated, usually from 114 µM), inactives show top-dose activity change, negative = inhibition, most hits filed as inhibitors | P06746; further: potency means the concentration at half of the fitted maximal effect; on the % scale 0 is the no-effect control and ±100 the full control effect
#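 Human Pol beta at 10 nM; strand-displacement substrate 50 nM final. Compound exposure 15 min at room temperature before start, reaction 10 min at room temperature.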
# Apoferritin bind: qHTS Assay for Identification of Novel General Anesthetics; 350,000 compounds, 0.074% hits; Potency, µM (series often up to 77.5 µM), without a hit: at the top dose activity change, negative = displacement, hits mostly inhibitors; AID 485281, 2010; apoferritin/1-aminoanthracene competitive binding, fluorescence; further: potency means the concentration at half of the fitted maximal effect; on the % scale 0 is the no-effect control and ±100 the full control effect; nearly all actives have a fitted effect of over 20% in size
#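 Read-out: endpoint 1-AMA fluorescence, excitation 380 nm and emission 535 nm, after compounds sit 10 min at room temperature with 10 uM horse-spleen apoferritin in 50% saturated 1-AMA/PBS. Values come from four-parameter Hill fits.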
# Active calls of the source: *; ? = inconclusive; / = no result given; & = joins results of further samples; [ ] = another dose, or the depositor's remark. Unless noted, the call rests on the fitted dose curve; in most records, active means well fitted curve in the direction sought with a large enough effect; inconclusive means small, poorly fitted or top-dose-only effect, or another doubt; inactive means no such curve, though single readings can be large; an effect the other way counts as inactive or inconclusive. Some of the compounds tested. The share of hits here may be higher or lower than overall.
SMILES,Pol iota inh,POLK inh,ALOX12 inh,TRHR ag,BLM helicase inh,ERG Ets-DNA blk,APEX1 inh,Pol beta inh,Apoferritin bind
COc1ccc(C(C(=O)NC2CCCCC2)N(C(=O)c2sc(C)nc2C)c2ccc(C(C)=O)cc2)cc1 (stereo not drawn),30.0%,-13.0%,2.3%,/,-10.6%,/,3.6%,21.2%,?
O=C(Nc1ncccc1O)c1ccc(S(=O)(=O)N2CCCCCC2)cc1,12.4%,-16.0%,-28.4%,0.4,/,1.6%,-5.4%,/,/
NNC(=O)Cn1nnc(-c2ccc(C(F)(F)F)cc2)n1,40.2%[activator],7.3%,285.4%[activator],0.2,-0.4%,-7.0%,-0.2%,29.3%,-0.7%
Cc1cccc(OCCn2c(S(=O)(=O)O)nc3ccccc32)c1,10.5%,-9.1%,-15.6%[57.4 µM],0.2,-1.9%,/,3.4%,24.3%,-10.5%
COc1ccccc1Nc1c2c(nc3ccccc13)CCC2,?,12.6%,9.4%,0.0,-3.9%,11.6%,23.9%,-9.1%,-10.3%
COC(=O)c1ccc(CSc2nnc(C)n2N)o1,19.5%,0.4%,0.2%,0.2,-1.3%,0.0%,0.2%,-1.5%,-10.0%
COc1cccc(N2CC(NS(=O)(=O)c3cccs3)CC2=O)c1 (stereo not drawn),40.0%[activator],?,10.0%,0.0,/,-3.3%,10.1%,/,/
COc1ccc(-n2nc(C(=O)N3CCN(c4ccc(F)cc4)CC3)c3c4ccccc4n(C)c3c2=O)cc1,15.8%,-6.2%,-22.5%,0.6,-0.1%,-1.0%,/,?,-1.0%
Cc1ccccc1C(=O)NCc1nc2cccnc2n1Cc1ccccc1,19.6%,-13.2%[60.1 µM],-4.1%,0.7,0.6%,-7.4%,/,-3.9%,-12.3%
COc1ccc(N2C(=O)CSC23C(=O)N(Cc2ccc(C)cc2)c2ccccc23)cc1Cl (stereo not drawn),26.3%,0.4%,-0.3%,-0.2,-4.0%,3.8%,/,4.3%,25.4%
CC(=O)C[C@H](O)CC(=O)[C@H]1OC(=O)CC/C=C\Cc2ccccc21,4.0%,-14.8%,5.8%,0.2,/,2.4%,-6.4%,/,/
O=C(CCNC(=O)c1ccco1)NCc1ccccc1,-1.9%,-8.5%,0.0%,0.2,-1.1%,-2.9%,1.1%,-0.2%,0.9%
Cc1cc(NC(=O)CSC2=Nc3ccccc3C3=NC(Cc4ccccc4)C(=O)N23)n[nH]1 (stereo not drawn),7.4%,-15.2%,6.4%,-0.1,0.4%,-8.7%,-4.1%,1.4%,-3.8%
CCN(Cc1ccccc1)C(=O)c1cc(COc2c(F)cccc2F)on1,15.7%,-14.8%,-12.4%,-0.6,-9.9%,1.1%,-3.9%,9.8%,-19.9%
CC(C)(C)C1CCc2onc(C(=O)N3CCOCC3)c2C1 (stereo not drawn),27.3%,-6.1%,3.1%,0.2,-2.1%,-4.7%,4.1%,?,-0.7%
COc1ccc(CCNC(=O)CCc2c(C)c3cc4c(C)coc4c(C)c3oc2=O)cc1OC,-2.1%,-14.8%,-12.7%,-1.7,3.1%,14.3%,/,?,53.5%
CCn1c2ccccc2c2cc(NC(=O)c3cc(OC)c(OC)c(OC)c3)ccc21,18.7%,-4.0%,2.8%[57.4 µM],0.7,-5.7%,/,-7.8%,?,37.8%[activator]
COc1nc(OC)nc(N2CCC(C(=O)NC3CCCCCC3)CC2)n1,15.2%,-12.7%,-13.0%,0.4,0.1%,5.4%,1.3%,9.4%,-10.6%
O=C(Nc1ncc(Cc2ccc(C(F)(F)F)cc2)s1)c1ccc(-c2cccc([N+](=O)[O-])c2)o1,12.8%,-8.9%,?,-0.5,0.1%,-8.4%,0.6%,11.1%,2.3%
Nc1nc(-c2nonc2N)no1,40.5%[activator],-1.6%,7.7%,0.0,-0.9%,1.3%,-4.2%,28.9%,0.5%
COc1ccc(C2(C)NC(=O)N(CC(=O)Nc3cccnc3Cl)C2=O)cc1 (stereo not drawn),95.1%[activator],-12.9%,0.0%,4.1,-2.8%,-3.8%,6.8%,6.8%,-11.8%
CC(Sc1nc2nn(-c3ccccc3)c(=O)c-2c2n1CCCCC2)C(N)=O (stereo not drawn),15.9%,-7.2%,197.9%[activator],-0.2,-1.0%,5.0%,-7.3%,2.3%,-17.7%
CCOC(=O)c1c(C)[nH]c(C(=O)N/N=C/c2cc([N+](=O)[O-])ccc2O)c1C,15.7%,-8.0%,-18.6%,-0.5,-5.8%,-2.0%,43.4%,0.5%,3.6%
O=C(Nc1ccccc1O)c1ccc2c(c1)C(=O)N(c1ccccc1)C2=O,22.9%,-9.1%,0.0%,0.5,-11.8%,-0.3%,18.1%,25.1%,-1.9%
C/C(=N\O)c1ccc2c3ccccc3n(C)c2c1,-2.9%,-7.5%,-12.7%,-0.9,-1.1%,3.2%,4.4%,15.1%,0.3%
COC(=O)CCC(=O)Nc1ccccc1C(=O)Nc1ccccc1,-5.6%,2.3%,0.0%,-0.6,-3.3%,-6.1%,2.0%,5.3%,-9.7%
CCn1c(SCC(=O)Nc2ccccc2N2CCOCC2)nnc1-c1ccccc1O,6.2%,1.1%,12.9%,-1.2,0.3%,-16.8%,0.1%,-28.9%,-0.5%
Cc1cc2nnc(SCC(=O)NCc3cccs3)n2c(N)n1,5.7%,-1.7%,23.9%,1.3,-2.3%,-3.7%,14.8%,0.9%,-18.0%
CCOC(=O)c1c(NC(=O)COc2ncnc3sccc23)sc2c1CCC2,20.2%,-14.7%,?,0.5,2.6%,-1.5%,7.1%,?,-5.0%
O=C(CNC1CCCCC1)Nc1cccc([N+](=O)[O-])c1,11.5%,-13.2%,0.0%,/,/,-17.0%,/,/,/
CC(C)C(C)N(Cc1cccc(C(=O)O)c1)C(=O)c1ccc2ccccc2n1 (stereo not drawn),22.4µM*,-15.9%,0.0%,/,/,-1.1%,/,/,/
COc1ccccc1C(=O)NC(=S)Nc1ccccc1N1CCCC1,/,/,2.1%,0.6,-13.7%,/,5.7%,29.7%,?
CCOc1cccc(CNc2ccc(O)cc2)c1OCc1ccc(Cl)cc1,11.2µM*,-20.6%,?,1.5,28.2µM*,?,-11.0%,12.2%,?
CCOC(=O)C1C(=O)N(O)CC1c1cccc(Oc2ccccc2)c1 (stereo not drawn),12.3%,3.9%,-24.0%,-0.1,-2.6%,-13.7%,14.9%,1.6%,-4.1%
O=C(Cc1ccc(NC(=O)C2CCN(C(=O)CCc3ccccc3)CC2)cc1)Nc1ccc(C(=O)N2CCOCC2)cc1,25.3%,3.5%,1.7%,/,/,-6.3%,/,/,/
Cc1noc(/C=C/c2ccco2)c1S(=O)(=O)N1CCC(C(=O)NC(C)c2ccccc2)CC1 (stereo not drawn),?,-20.1%,25.1%,0.5,-3.3%,1.4%,-3.2%,17.8%,-11.8%
COc1ccc(C)cc1NC(=O)c1ccc2c(SCC(=O)O)c3c(nc2c1)CCCC3,-15.2%,-6.6%&-17.7%,-2.8%&-18.9%,-0.1&0.1,-5.4%&-4.5%,2.3%&2.1%,-4.5%,-9.3%&-2.1%,-2.9%&0.1%
CCc1cc2c(=O)n3c(nc2s1)-c1[nH]c2ccc(OC)cc2c1CC3,28.0%,-24.0%,-21.6%,-0.9,-22.0%,2.0%,-1.1%,?,-7.3%
CCc1nnc(NC(=O)CCC(=O)NC2CC2)s1,7.5%,-5.7%,6.8%,0.1,1.0%,4.8%,?,-16.5%,0.8%
Cc1cccnc1NC(=O)c1cccc(S(=O)(=O)N2CCN(c3ccc(F)cc3)CC2)c1,19.6%,-3.1%,8.8%,-0.2,-4.8%,2.7%,20.1%,19.2%,-12.8%

# Record cards (already shown):
# `COc1nc(OC)nc(N2CCC(C(=O)NC3CCCCCC3)CC2)n1` is listed with Pol iota inh = 15.2%; POLK inh = -12.7%; ALOX12 inh = -13.0%; TRHR ag = 0.4; BLM helicase inh = 0.1%; ERG Ets-DNA blk = 5.4%; APEX1 inh = 1.3%; Pol beta inh = 9.4%; Apoferritin bind = -10.6%
# `O=C(CNC1CCCCC1)Nc1cccc([N+](=O)[O-])c1` is listed with Pol iota inh = 11.5%; POLK inh = -13.2%; ALOX12 inh = 0.0%; TRHR ag = /; BLM helicase inh = /; ERG Ets-DNA blk = -17.0%; APEX1 inh = /; Pol beta inh = /; Apoferritin bind = /

# The results go on.
SMILES,Pol iota inh,POLK inh,ALOX12 inh,TRHR ag,BLM helicase inh,ERG Ets-DNA blk,APEX1 inh,Pol beta inh,Apoferritin bind
Cc1ccc(OCC(=O)NNC(=O)C2CCN(c3ncccn3)CC2)cc1,10.7%,-4.7%,0.7%,0.5,-3.7%,/,1.7%,18.5%,-11.1%
COc1ccc(C(CNC(=O)COc2cccc(C(F)(F)F)c2)N2CCCC2)cc1 (stereo not drawn),-16.6%,3.7%,-0.6%,0.3,/,3.4%,5.6%,/,/
Cc1nc(-c2ccc(NC(=O)c3ccc(Br)o3)cc2)cs1,125.6%[activator],-10.1%,?,-1.4,-10.0%,-2.1%,17.7%,28.9%,?
CCOc1cc(CN2CCN(C(=O)c3ccco3)CC2)ccc1OC,9.3%,-4.8%,?,1.5,0.2%,4.6%,4.1%,1.5%,5.3%
O=C(CSc1nc(=O)[nH]c2c1CCCC2)NCc1ccc(F)cc1,23.2%,-1.2%[60.1 µM],-7.4%,0.2,1.8%,3.6%,/,-10.3%,0.0%

# From PubChem BioAssay
